Source: PubChem (National Center for Advancing Translational Sciences (NCATS))
RXFP1 antag: antagonists of human relaxin receptor RXFP1 | Q9HBX9 | HEK293-RXFP1, relaxin-stimulated cAMP HTRF, 30 min; stronger effect = lower value | activity change, negative = inhibition, % at 57.5 µM | actives 0.59% (n = 350,000) | AID 1259400;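 active = activity change of -60% or lower, but not beyond a set lower limit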
Target sequence (Q9HBX9 whole entry, looked up): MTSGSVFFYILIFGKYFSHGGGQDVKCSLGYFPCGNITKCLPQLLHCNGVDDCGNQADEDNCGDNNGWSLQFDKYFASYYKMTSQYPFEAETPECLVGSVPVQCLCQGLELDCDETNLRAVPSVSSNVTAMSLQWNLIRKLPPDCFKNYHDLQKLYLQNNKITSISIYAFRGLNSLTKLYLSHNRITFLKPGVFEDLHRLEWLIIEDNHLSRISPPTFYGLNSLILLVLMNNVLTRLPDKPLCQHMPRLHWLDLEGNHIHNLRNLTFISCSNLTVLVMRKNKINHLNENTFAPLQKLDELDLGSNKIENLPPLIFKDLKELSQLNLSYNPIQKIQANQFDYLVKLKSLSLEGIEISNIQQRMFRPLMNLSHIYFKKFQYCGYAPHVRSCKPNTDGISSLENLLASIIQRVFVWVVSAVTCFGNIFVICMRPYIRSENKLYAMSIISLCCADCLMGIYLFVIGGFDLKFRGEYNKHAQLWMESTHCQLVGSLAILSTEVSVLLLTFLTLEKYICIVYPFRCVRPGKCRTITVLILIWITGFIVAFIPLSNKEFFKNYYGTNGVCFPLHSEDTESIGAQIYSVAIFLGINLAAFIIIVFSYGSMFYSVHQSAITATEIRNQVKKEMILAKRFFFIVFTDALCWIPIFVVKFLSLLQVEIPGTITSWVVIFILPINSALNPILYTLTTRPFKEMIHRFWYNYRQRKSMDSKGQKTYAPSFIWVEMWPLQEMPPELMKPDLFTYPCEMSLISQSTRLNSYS
Active calls of the source: *. % is set by controls: 0 for no effect and ±100 for the full control effect. An excerpt, so the mix of outcomes need not match the whole.

No.	compound	RXFP1 antag
1	CCCn1cnc2c1c(=O)n(CCCCC(C)=O)c(=O)n2C	-3
2	Cc1ccc(S(=O)(=O)NC(=O)NC2CCCCCCC2)cc1	-11
3	COc1ccc(C(=O)NCc2ccc(OCCN(C)C)cc2)cc1OC	-4
4	CC12CCC(CC1)C(C)(C)O2	-12
5	Cc1c(C(=O)NCCO)[n+](=O)c2ccccc2n1[O-]	-8
6	CN(C)[C@@H](CCOc1cccc2ccccc12)c1ccccc1	-31
7	Cc1nc(-c2ccc(Cl)cc2)oc1COC(C)(C)C(=O)O	-19
8	Cc1c(I)c(=O)n(-c2ccccc2)n1C	25
9	Cn1c(=O)c2[nH]c(Br)nc2n(C)c1=O	6
10	CCOC(=O)C(=O)CCc1ccccc1	-6
11	CC(CC(C#N)(c1ccccc1)C(C)C)N(C)C (stereo not drawn)	-5
12	Cc1cn([C@@H]2O[C@H](CO)[C@@H](O)[C@H]2F)c(=O)[nH]c1=O	-9
13	Nc1nc(=O)n([C@@H]2O[C@H](CO)[C@@H](O)[C@@H]2F)cc1I	3
14	Nc1ncnc2c1ncn2Cc1c(F)cccc1Cl	-6
15	NC(=O)N[C@@H](CCC(=O)O)C(=O)O	8

Continued.
No.	compound	RXFP1 antag
16	CC1(C)O[C@H]2CC(=O)OC[C@]23[C@H]2CC[C@@]4(C)[C@H](c5ccoc5)OC(=O)[C@H]5O[C@]54[C@]2(C)C(=O)C[C@@H]13	-21
17	Cc1ccc(C(=O)Oc2ccc(C(O)CNC(C)(C)C)cc2OC(=O)c2ccc(C)cc2)cc1 (stereo not drawn)	18
18	Nc1c(I)cc(I)c(C(=O)N(CCC(=O)O)c2ccccc2)c1I	-19
19	CCC1Nc2cc(Cl)c(S(N)(=O)=O)cc2S(=O)(=O)N1 (stereo not drawn)	-1
20	CC(=O)Nc1ccc(C(=O)O)cc1	5
21	COc1cc(C(=O)OC(COCCC(C)C)CN2CCOCC2)cc(OC)c1OC (stereo not drawn)	-9
22	Cc1ccccc1C(=O)Nc1ccc(C(=O)N2CCCC(O)c3cc(Cl)ccc32)c(C)c1 (stereo not drawn)	-19
23	C/C=C(/C(=C/C)c1ccc(OC(C)=O)cc1)c1ccc(OC(C)=O)cc1	-12
24	COCCCOc1cc(C[C@@H](C[C@H](N)[C@@H](O)C[C@H](C(=O)NCC(C)(C)C(N)=O)C(C)C)C(C)C)ccc1OC	13
25	O=C(O)CNC(=O)c1ccccc1I	11
26	COC(=O)c1nc(Cl)c(Cl)nc1N	-99*
27	O=C(O)c1ccc[n+]([O-])c1	-7
28	CC(=O)c1ccc2c(c1)N(CCCN(C)C)c1ccccc1S2	-13
29	Nc1nnnn1-c1ccccc1	-74*
30	C/C(=C1\CCOC(=O)S1)N(C=O)Cc1cnc(C)nc1N	3

(list continues)
#	smiles	RXFP1 antag
31	COc1ccc(C(=O)CC(=O)c2ccc(C(C)(C)C)cc2)cc1	-6
32	CN(C)CCN1CCN(c2cccc(Cl)c2)C1=O	9
33	Cc1cc(NS(=O)(=O)c2ccc(N)cc2)nc(C)n1	-8
34	O=C(O)Cc1ccc2c(c1)C(=O)c1ccccc1CO2	-22
35	CNC(=O)c1cnn(-c2nc(N)c3ncn([C@@H]4O[C@H](CO)[C@@H](O)[C@H]4O)c3n2)c1	7
36	CN(C(=O)CCCOc1ccc2[nH]c(=O)ccc2c1)C1CCCCC1	11
37	CCOc1ccccc1C(N)=O	13
38	CC(C)C(=O)Nc1cccc(C(F)(F)F)c1	-8

Next part:
#	smiles	RXFP1 antag
39	COc1cc2c(cc1OC)C(=O)CC2	6
40	COc1cc(NS(=O)(=O)c2ccc(N)cc2)nc(C)n1	-10
41	CCOc1ncc(F)c(=O)[nH]1	6
42	O=c1[nH]c2cc(C(F)(F)F)c(N3CCOCC3)cc2n(CP(=O)(O)O)c1=O	23
43	CCOC(=O)c1ccc(OCCN2C[C@H](O)[C@@H](O)[C@H](O)[C@H]2CO)cc1	-6
44	CN1C2CCC1CC(NC(=O)n1c(=O)[nH]c3ccccc31)C2 (stereo not drawn)	12
45	COC(=O)C1=C(C)NC(C)=C(C(=O)OCCc2ccc(N3CCN(C(c4ccccc4)c4ccccc4)CC3)cc2)C1c1cccc([N+](=O)[O-])c1 (stereo not drawn)	8
46	Cc1oc(=O)oc1CN1CCN(c2cc3c(cc2F)c(=O)c(C(=O)O)c2n3C(C)S2)CC1 (stereo not drawn)	-16
47	O=C1CC2(CCCC2)CC(=O)N1	-11
48	CCOC(=O)N1CCC(Nc2ccc(Cl)cc2N)CC1	-22
49	COc1ccc(-n2nc(CCC(=O)N(C)O)cc2-c2ccc(Cl)cc2)cc1	-22

Shown with values ahead of the structure: entries from further up
cpd | RXFP1 antag | compound
26 | -99* | COC(=O)c1nc(Cl)c(Cl)nc1N
27 | -7 | O=C(O)c1ccc[n+]([O-])c1
28 | -13 | CC(=O)c1ccc2c(c1)N(CCCN(C)C)c1ccccc1S2
29 | -74* | Nc1nnnn1-c1ccccc1
30 | 3 | C/C(=C1\CCOC(=O)S1)N(C=O)Cc1cnc(C)nc1N
31 | -6 | COc1ccc(C(=O)CC(=O)c2ccc(C(C)(C)C)cc2)cc1
32 | 9 | CN(C)CCN1CCN(c2cccc(Cl)c2)C1=O
33 | -8 | Cc1cc(NS(=O)(=O)c2ccc(N)cc2)nc(C)n1
34 | -22 | O=C(O)Cc1ccc2c(c1)C(=O)c1ccccc1CO2
35 | 7 | CNC(=O)c1cnn(-c2nc(N)c3ncn([C@@H]4O[C@H](CO)[C@@H](O)[C@H]4O)c3n2)c1
36 | 11 | CN(C(=O)CCCOc1ccc2[nH]c(=O)ccc2c1)C1CCCCC1
37 | 13 | CCOc1ccccc1C(N)=O
38 | -8 | CC(C)C(=O)Nc1cccc(C(F)(F)F)c1
39 | 6 | COc1cc2c(cc1OC)C(=O)CC2
40 | -10 | COc1cc(NS(=O)(=O)c2ccc(N)cc2)nc(C)n1
41 | 6 | CCOc1ncc(F)c(=O)[nH]1
42 | 23 | O=c1[nH]c2cc(C(F)(F)F)c(N3CCOCC3)cc2n(CP(=O)(O)O)c1=O
43 | -6 | CCOC(=O)c1ccc(OCCN2C[C@H](O)[C@@H](O)[C@H](O)[C@H]2CO)cc1
44 | 12 | CN1C2CCC1CC(NC(=O)n1c(=O)[nH]c3ccccc31)C2 (stereo not drawn)
45 | 8 | COC(=O)C1=C(C)NC(C)=C(C(=O)OCCc2ccc(N3CCN(C(c4ccccc4)c4ccccc4)CC3)cc2)C1c1cccc([N+](=O)[O-])c1 (stereo not drawn)
46 | -16 | Cc1oc(=O)oc1CN1CCN(c2cc3c(cc2F)c(=O)c(C(=O)O)c2n3C(C)S2)CC1 (stereo not drawn)
